West Nile virus CPE – inhibition of WNV-induced cytopathic effect – cell-based, CPE readout (AID 1621). actives 0.02% (n = 290,000). CPE inhibition, % at 10 µM; hits with a dose series show IC50 in µM. West Nile virus-infected cells, CPE inhibition; higher % means a stronger effect; in the data active = a potency from the dose series; note: strong numbers were not always called active
CSM14.1 death rescue – protection against thapsigargin-triggered cell killing – 384-well, CSM14.1, ATP luminescence, primary screen (AID 1222); CSM14.1 thapsigargin-induced death rescue, ATP luminescence; higher % means a stronger effect; cellular ATP content (survival), % at 20 µM, or EC50 in µM where a hit was titrated; 190,000 tested, under 10 active;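 active = EC50 below 50 µM in the dose-response confirmation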;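 note: death triggered by thapsigargin at about 15 µM added after 2 h compound pretreatment; cell ATP read after overnight thapsigargin exposure of roughly 18 to 22 hours; normalized against plate controls of thapsigargin alone and 5% DMSO vehicle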
Dengue-2 NS5 capping – flavivirus cap methylation enzyme inhibition – biochemical, confirmation dose response, primary screen (AID 588689). actives 0.3% (n = 340,000). Dengue-2 NS5 methyltransferase capping enzyme assay, biochemical; higher % means a stronger effect. one-dose inhibition, % at 25 µM; IC50 in µM for titrated hits; in the data active = a potency from the dose series
K1F lysis inhibition – inhibition of K1F phage lysis, E. coli UTI89, bacterial capsule biogenesis inhibitors, alamar blue (AID 488966); one-dose inhibition, % at 100 µM; IC50 in µM for titrated hits; actives 0.02% (n = 340,000); E. coli UTI89 K1F phage lysis, alamar blue, 2 h; higher % means a stronger effect;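 active = phage lysis inhibition, versus mean bacterial control, above a set limit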;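 note: capsule biogenesis inhibitors block K1F phage lysis so surviving cells raise fluorescence; higher fluorescence means more inhibition of phage lysis; actives were called in the ten point dose series up to 300 µM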
RSV CPE inhibition – RSV antiviral activity via CPE protection, HEp-2 cells, primary 10 µM value included (AID 2391); HEp-2 cells, RSV-induced CPE inhibition; higher % means a stronger effect; CPE inhibition, % at 10 µM, or IC50 in µM where a hit was titrated; actives 0.13% (n = 310,000); in the data active = a potency from the dose series; note: strong numbers were not always called active
XIAP displacement – XIAP antagonists, biochemical, IAP family, fluorescence polarization (AID 1018) | XIAP BIR domain, fluorescence polarization peptide displacement; higher % means a stronger effect | displacement, % at 20 µM, or IC50 in µM where a hit was titrated | actives 0.007% (n = 200,000); in the data active = displacement above about 50%; note: a part of the inactive calls stands beside numbers as strong as those of hits
Large T inhibition – SV40 large T antigen inhibitors, biochemical (AID 1903). SV40 large T antigen ATPase/helicase inhibition assay; higher % means a stronger effect. one-dose inhibition, % at 20 µM; IC50 in µM for titrated hits. actives 0.39% (n = 310,000); in the data active = a potency from the dose series; note: strong numbers were not always called active
Yfh1-off respiration – enhancers of respiration in Yfh1-depleted yeast, dose response, Friedreich's ataxia, plus single-dose screen (AID 1465); S. cerevisiae Yfh1-off respiration, WST-1 reduction, 72 h; higher fold induction means a stronger effect; one-dose fold induction at 50 µM; EC50 in µM for titrated hits; actives 0.074% (n = 220,000);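 active = fold induction of absorbance versus untreated yeast above a set limit, then at least 30% activation at any dose in follow-up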;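 note: activators that raise dye reduction in frataxin-depleted yeast; strong numbers were not always called active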
WT yeast gro inh – growth inhibition of WT yeast, mitochondrial fusion screen; mitochondrial fusion phenotypic screen, WT strain; inhibition, % at 10 µM; actives 2.1% (n = 190,000); in the data active = inhibition above about 58%; tested in S. cerevisiae
WT yeast gro inh mutant strain – second read-out of WT yeast gro inh, no call of its own (marks repeat the call); inhibition, %; mitochondrial fusion phenotypic screen, mutant strain inhibition
The depositor's hits bear a star; i = inactive; . = not tested or not shown; [ ] = dose if it differs, or a comment. Compounds as they come; about 2.2% have a hit in one of these screens.

SMILES	West Nile virus CPE	CSM14.1 death rescue	Dengue-2 NS5 capping	K1F lysis inhibition	RSV CPE inhibition	XIAP displacement	Large T inhibition	Yfh1-off respiration	WT yeast gro inh	WT yeast gro inh mutant strain
Cc1cc(/C=N\NC(=O)c2cccs2)c(C)n1-c1ccc2ncccc2c1	0.4%	-0.6%	-3%	1.4%	12%	-5.4%	0%	i	-8	14
Cc1ccc2nc(C)c(C(=O)N/N=C/c3ccc(C(=O)O)cc3)cc2c1	-0.1%	0.8%	2%	1.3%	1.6%	-8.9%	12%	i	8	6
O=S(=O)(N/N=C/c1ccc2c(c1)OCCO2)c1ccccc1	0.4%	-2.2%	-8%	4.9%	-0.3%	-8.7%	-7%	i	-6	-16
CC(=O)Nc1ccc2ccccc2c1	0.6%	-1.0%	-3%	0.6%	2.0%	-4.8%	-1%	i	6	18
Cc1cc(C(=O)COC(=O)c2ccncc2)c(C)n1CCc1ccc(F)cc1	0.0%	-6.1%	-10%	-0.2%	1.6%	-5.2%	12%	i	14	3
O=C(NNC(=O)c1ccco1)c1ccc(NS(=O)(=O)c2cccs2)cc1	.	.	7%	0.9%[50 µM]	-0.1%	.	10%	.	.	.
Cc1cccc(NC(=O)c2cc(S(=O)(=O)N3CCC4(CC3)OCCO4)ccc2F)c1	0.7%	.	-4%	0.0%	2.0%	.	12%	.	.	.
COc1cc(/C=C/C(=O)OCC(=O)Nc2ccccc2Cl)cc(OC)c1OC	-0.4%	0.3%	-1%	2.4%	3.0%	-3.0%	6%	i	-2	11
O=C(CSc1n[nH]c(=O)n1-c1cccnc1)Nc1ccccc1	-0.3%	.	-5%	0.0%	1.5%	.	16%	.	.	.
O=C(c1ccc(F)cc1)N1CCC(N2CCOCC2)CC1	0.2%	-0.6%	-8%	1.3%	1.3%	-3.2%	8%	i	-5	-17
C/C(CC(=O)N(C(C)C)C(C)C)=N\NC(=O)COc1ccc(Cl)cc1Cl	1.0%	-0.6%	2%	-0.6%	0.3%	-1.5%	5%	i	26	-3
CCOc1ccc(NC(=O)CN(C)C(=O)CC2CC3CCC2C3)cc1OCC (stereo not drawn)	-0.1%	.	-7%	0.0%	1.2%	.	10%	.	.	.
S=c1[nH]nc(COc2ccccc2)n1/N=C/c1ccc(Cl)c(Cl)c1	0.3%	.	1%	-0.1%	10%	.	7%	.	.	.
COC1=CC(=Cc2c(N)n3nc(CC(=O)N4CCOCC4)sc3nc2=O)C=C(OC)C1=O	1.2%	.	-127%	0.1%	-0.1%	.	27%	.	.	.
O=C(COC(=O)C1CCN(S(=O)(=O)c2ccc3c(c2)OCCO3)CC1)NC1CCS(=O)(=O)C1 (stereo not drawn)	.	.	7%	0.4%[50 µM]	-1.9%	.	9%	.	.	.
CS(=O)(=O)Nc1ccc(C(=O)Nc2ccc3c(c2)OCCO3)cc1	0.1%	-0.9%	-11%	6.3%	0.0%	-5.4%	-1%	i	-13	-3
CCCCCC#CCC#CCC#CCC#CCCCC(=O)O	0.6%	4.8%	.	.	5.1%	-6.3%	76%	i	56	40
CCn1nc(C)c(CN2CCC(n3nccc3NC(=O)c3ccccc3OC)CC2)c1C	-0.6%	.	-1%	-0.3%[50 µM]	1.0%	.	18%	.	.	.
CCN(CC)C(=O)CSc1nc2c(sc(=S)n2-c2ccc(C)cc2C)c(=O)[nH]1	1.2%	.	0%	0.0%	2.2%	.	6%	.	.	.
CCn1cc(C(=O)O)c(=O)c2cc(F)c(N3CCN(C(=S)NC(=O)c4ccccc4Cl)CC3)cc21	0.1%	.	-2%	1.1%	-1.4%	.	10%	i	.	.
COc1cc(C(=O)NCc2ccccn2)ccc1OCc1c(C)noc1C	.	-0.7%	-8%	0.0%	-0.5%	-6.5%	2%	.	0	-19
COc1cccc(-c2nc(CSCC(=O)NCC3CCCO3)c(C)o2)c1 (stereo not drawn)	-0.4%	-1.0%	-8%	0.5%	3.1%	0.0%	13%	i	-13	-3
COC(=O)c1ccccc1NC(=O)C12CCC(C)(C(=O)O1)C2(C)C (stereo not drawn)	2.9%	-4.2%	-2%	4.1%	-0.6%	-4.0%	4%	i	-15	14
O=C1CNC(=S)N1CCc1ccc(O)c(O)c1	0.3%	.	.	.	3.7%	.	40µM*	i	.	.
COc1ccc(NC(=S)N2CCCC2)cc1OC	-0.1%	-1.0%	-6%	0.0%	1.4%	-5.7%	14%	i	5	7
COc1ccc(CNc2ccc(S(N)(=O)=O)cc2)cc1	-0.2%	0.3%	-4%	5.0%	1.8%	5.1%	2%	i	-19	6
C=CCNC(=O)Cn1nnc(-c2ccc(-c3ccc(OC)cc3)cc2)n1	1.3%	.	0%	0.3%	0.1%	.	-2%	.	.	.
CCN(C(=O)Cn1c(=O)oc2ccccc21)C1CCS(=O)(=O)C1 (stereo not drawn)	1.6%	-1.1%	-13%	0.7%	0.7%	-10%	-1%	i	-4	-19
CSc1nc2c(ccc3ccccc32)o1	-0.3%	-2.1%	-8%	-0.1%	1.2%	-24%	7%	i	12	-3
CCN(CCn1cccn1)C(=O)C1CCC(=O)N(CCN2CCOCC2)C1 (stereo not drawn)	0.3%	.	2%	0.3%	0.4%	.	0%	.	.	.
CCN(CC)CC#CC(OC)(c1ccccc1)c1ccccc1	-0.7%	-1.4%	3%	1.7%	-1.0%	-3.8%	9%	i	11	24
CCn1cnc2cc([N+](=O)[O-])ccc21	-0.6%	1.1%	7%	0.6%	1.0%	-3.4%	7%	i	4	2
COc1ccccc1NC(=S)NCc1ccc(F)cc1	-0.2%	.	0%	1.2%	-0.9%	.	1%	.	.	.
O=S(=O)(Nc1ccc(O)c2ccccc12)c1cccs1	0.9%	.	63µM*	0.0%	-2.1%	.	16%	.	.	.
CN(C(=O)c1ccc2c(c1)OCCO2)c1c(N)n(Cc2ccccc2)c(=O)[nH]c1=O	.	.	-10%	1.3%[50 µM]	-0.2%	.	15%	.	.	.
Cc1nc(NCCc2ccccc2)sc1C(=O)O	-0.1%	.	-8%	-0.1%	0.0%	.	14%	.	.	.
CCOC(=O)c1ccc(NC(=O)[C@@H](NC(N)=O)C(C)C)cc1	0.2%	.	-4%	-0.1%	1.6%	.	15%	i	.	.
Cc1cc2ncc(-c3ccc(Cl)cc3)c(N)n2n1	0.1%	.	-2%	0.9%	4.8%	-8.2%	-4%	i	13	8
CCOC(=O)c1c(Nc2ccccc2N)cc(C)nc1C	0.2%	-3.0%	-6%	-0.6%	1.1%	-5.9%	15%	i	2	4
O=C1CSC(=Nc2ccccc2Cl)N1	0.9%	3.8%	-2%	0.1%	-0.6%	-10%	18%	i	8	-9

Random excerpt: six entries already listed.
SMILES	West Nile virus CPE	CSM14.1 death rescue	Dengue-2 NS5 capping	K1F lysis inhibition	RSV CPE inhibition	XIAP displacement	Large T inhibition	Yfh1-off respiration	WT yeast gro inh	WT yeast gro inh mutant strain
CSc1nc2c(ccc3ccccc32)o1	-0.3%	-2.1%	-8%	-0.1%	1.2%	-24%	7%	i	12	-3
CN(C(=O)c1ccc2c(c1)OCCO2)c1c(N)n(Cc2ccccc2)c(=O)[nH]c1=O	.	.	-10%	1.3%[50 µM]	-0.2%	.	15%	.	.	.
Cc1nc(NCCc2ccccc2)sc1C(=O)O	-0.1%	.	-8%	-0.1%	0.0%	.	14%	.	.	.
Cc1cc2ncc(-c3ccc(Cl)cc3)c(N)n2n1	0.1%	.	-2%	0.9%	4.8%	-8.2%	-4%	i	13	8
O=C1CSC(=Nc2ccccc2Cl)N1	0.9%	3.8%	-2%	0.1%	-0.6%	-10%	18%	i	8	-9
CCn1cnc2cc([N+](=O)[O-])ccc21	-0.6%	1.1%	7%	0.6%	1.0%	-3.4%	7%	i	4	2

Further structures
SMILES	West Nile virus CPE	CSM14.1 death rescue	Dengue-2 NS5 capping	K1F lysis inhibition	RSV CPE inhibition	XIAP displacement	Large T inhibition	Yfh1-off respiration	WT yeast gro inh	WT yeast gro inh mutant strain
Cc1cnn(-c2nc(-c3cccs3)cc(C(F)(F)F)n2)c1	-0.1%	-2.7%	-1%	1.6%	5.2%	-5.0%	8%	i	7	28
Cc1ccc(C(C(=O)NC2CCCC2)N(Cc2ccc3c(c2)OCO3)C(=O)Cc2cccs2)cc1 (stereo not drawn)	0.7%	6.6%	5%	0.7%	-1.2%	-1.1%	3%	i	11	-3
COc1ccc(S(=O)(=O)N2CCCC(C(=O)N3CCOCC3)C2)cc1OC (stereo not drawn)	-0.2%	.	-13%	0.2%	2.1%	.	7%	.	.	.
Cc1ccc(C(=O)NC2CCCN(c3ccc(C(F)(F)F)cn3)C2)cn1 (stereo not drawn)	-1.2%	.	-2%	0.0%	2.2%	.	6%	.	.	.
O=[N+]([O-])c1cc(/C=N/NC(=S)Nc2ccccc2Cl)ccc1Cl	-0.8%	0.7%	-4%	0.2%	2.5%	-1.8%	-2%	i	13	-13
CN(C)C(=O)CCN1CCOCC1	0.9%	0.3%	2%	0.2%	0.7%	-0.8%	-2%	i	-46	-1
CN(C)S(=O)(=O)c1ccc(NC(=O)c2cc(F)c(F)cc2Cl)cc1	0.1%	1.2%	0%	0.0%	0.5%	2.2%	-2%	i	3	-1
Cn1nnnc1SCC(=O)Nc1ccccc1C(N)=O	0.4%	0.4%	-4%	0.0%	2.8%	-2.7%	0%	i	3	-3
Cc1cccc(C)c1NC(=O)C(c1ccc([N+](=O)[O-])cc1)N(C)C(=O)c1ccccn1 (stereo not drawn)	-0.9%	-2.2%	3%	0.6%	1.0%	-5.9%	34%	i	7	12
COc1ccc(CCNC(=O)CCNS(=O)(=O)c2cccc3nsnc23)cc1OC	-0.5%	-1.8%	-5%	1.8%	-0.9%	-4.6%	0%	i	7	2
CCOc1ccc(N2C(=O)C3ON(C)C(c4ccc([N+](=O)[O-])cc4)C3C2=O)cc1 (stereo not drawn)	0.0%	.	-7%	0.2%	0.5%	.	15%	i	.	.
Cc1ccc(NC(=S)NNC(=O)c2nnn(-c3ccccc3)c2C)cc1	-0.1%	2.4%	-6%	4.2%[50 µM]	22%	-1.6%	19%	i	1	-2
O=C(NNC(=S)NCc1ccccc1)c1cccc([N+](=O)[O-])c1	0.1%	-0.9%	4%	0.1%	3.0%	-1.4%	12%	i	-4	-6
C=CCOc1ccc(-c2nc3c(c(=O)[nH]c(=O)n3CCC)n2CCCC)cc1	-0.5%	.	-8%	0.4%	2.3%	.	2%	.	.	.
COc1cc(/C=C/C(=O)O)cc(S(=O)(=O)NCc2ccco2)c1OC	2.0%	0.0%	-7%	0.1%	-1.5%	-10%	-1%	i	-9	-7
CCN(CC)CCN(C)C(=O)CCc1nnc(-c2ccc(C)s2)o1	-0.4%	-1.0%	2%	-1.1%	-1.6%	-2.6%	5%	i	-1	-24
COc1c(Cl)cc(C(=O)Nc2ccccc2C(=O)O)cc1Cl	-0.7%	-5.7%	6%	-0.3%[50 µM]	2.3%	-7.9%	2%	i	9	8
COc1ccccc1CN1CC(C(=O)NC2(c3ccccc3)CC2)CCC1=O (stereo not drawn)	-0.8%	.	1%	-0.1%	1.2%	.	10%	.	.	.
Cc1cccc(OCc2nnc(SCC(=O)Nc3cccc(C(=O)N4CCOCC4)c3)o2)c1C	-0.2%	-0.9%	-1%	-3.8%	2.6%	-3.8%	9%	i	-13	-7
